# Screening data: PubChem BioAssay, The Scripps Research Institute Molecular Screening Center
# PLCb3 inh: inhibitors of human phospholipase C beta3 | inhibition, % at 12.2 µM | Purified PLC-beta3, fluorogenic substrate, fluorescence | AID 720704 | Q01970 | 370,000 tested, 0.18% active; in the data active = inhibition above about 11%;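 note: 0% = median of compound wells on plate and 100% = full blocker control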
# PLCg1 inh: inhibitors of human phospholipase C gamma1; P19174; purified PLC-gamma1, fluorogenic substrate, fluorescence; inhibition, % at 12.2 µM; 370,000 tested, 0.84% active; AID 720700; in the data active = inhibition above about 9.5%
# Tn6 DDE FP: disrupts Tn6 cyclic peptide binding to fibrin D-Dimer-E complex. P02675. inhibition, % at 8.3 µM. AID 720509. Fibrin DD(E) TRITC-Tn6 fluorescence polarization displacement. 370,000 tested, 0.21% active;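 active = inhibition above a per-campaign cutoff: mean of compounds within control limits plus 3 SD, cut at about 15% in these data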;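 note: 0% = median of all compound wells on the plate and 100% = blocking peptide control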
# Target sequence (P02675 whole entry, looked up): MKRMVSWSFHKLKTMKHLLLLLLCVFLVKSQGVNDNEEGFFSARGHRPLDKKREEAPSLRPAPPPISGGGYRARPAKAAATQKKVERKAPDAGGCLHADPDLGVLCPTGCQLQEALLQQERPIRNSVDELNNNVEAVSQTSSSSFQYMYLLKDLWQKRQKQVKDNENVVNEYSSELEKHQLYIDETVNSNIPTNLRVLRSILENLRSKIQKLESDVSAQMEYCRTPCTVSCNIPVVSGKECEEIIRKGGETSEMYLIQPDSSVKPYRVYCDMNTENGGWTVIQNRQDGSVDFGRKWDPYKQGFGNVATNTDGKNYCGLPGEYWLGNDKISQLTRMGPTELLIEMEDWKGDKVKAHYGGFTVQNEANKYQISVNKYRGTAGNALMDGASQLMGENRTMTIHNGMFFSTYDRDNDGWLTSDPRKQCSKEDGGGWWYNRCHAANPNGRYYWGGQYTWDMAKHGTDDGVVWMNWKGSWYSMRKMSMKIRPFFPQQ
# Tn7 DDE FP: disrupts Tn7 cyclic peptide binding to fibrin D-Dimer-E complex. P02675. FP displacement of FITC-Tn7 peptide from fibrin DD(E); 0% = median of compound wells per plate. inhibition, % at 8.3 µM. 370,000 tested, 0.13% active;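 active = inhibition above the mean of compounds falling within the control limits plus 3 SD of them, cut at about 14% in these data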;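 note: 0% = plate median of compound wells and 100% = 10 µM Aha-Tn7 peptide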
#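 Assay system: human fibrin DD(E). Input: DD(E) 2 µM final. Medium: Tris buffer with calcium and detergent, pH 7.8. Compound dosing: single point at 8.3 µM. Timing: 10 min plus 3 h, room temperature. Technique: fluorescence polarization of the labelled Tn7 tracer. Read-out: percent inhibition. Replicates: singlicate testing.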
# SIAE inh: human SIAE inhibition, primary screen; Q9HAT2; SIAE FP-Rh probe binding, fluorescence polarization; inhibition, % at 9.66 µM; 370,000 tested, 0.69% active; AID 1053197;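 active = inhibition above a cutoff: mean of compounds within the control limits plus 3 SD of those, cut at about 17% in these data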;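 note: 0% = plate median of compound wells and 100% = probe without SIAE protein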
# ASAP1 inh: inhibitors of human ASAP1 ArfGAP activity; Q9ULH1; ASAP1-stimulated ARF1 GTP hydrolysis, GDP FP detection; inhibition, % at 16.5 µM; 360,000 tested, 0.19% active; AID 624377; in the data active = inhibition above about 25%;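 note: 0% = vehicle with enzyme and substrate and 100% = no enzyme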
# TDP2 absorb: TDP2 (human) inhibition, absorbance primary screen; AID 720702; O95551; recombinant TDP2, T5PNP hydrolysis, p-nitrophenol absorbance 415 nm; 370,000 tested, 0.34% active; inhibition, % at 12.8 µM;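 active = inhibition above the mean of all tested compounds plus 3 SD, set per campaign, cut at about 25% in these data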;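 note: 0% = DMSO with enzyme and 100% = buffer with substrate but no TDP2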
# Target sequence (O95551 whole entry, looked up): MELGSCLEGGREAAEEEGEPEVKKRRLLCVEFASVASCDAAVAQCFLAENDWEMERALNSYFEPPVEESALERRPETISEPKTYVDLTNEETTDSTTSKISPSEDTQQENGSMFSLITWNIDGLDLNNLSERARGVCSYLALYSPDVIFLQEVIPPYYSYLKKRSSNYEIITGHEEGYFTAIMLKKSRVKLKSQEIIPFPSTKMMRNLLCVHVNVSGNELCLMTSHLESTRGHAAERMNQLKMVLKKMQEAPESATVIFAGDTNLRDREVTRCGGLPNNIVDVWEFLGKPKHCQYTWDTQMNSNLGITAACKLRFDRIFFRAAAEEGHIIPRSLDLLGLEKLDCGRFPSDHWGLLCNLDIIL
#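 Assay system: recombinant human TDP2 / Reagent: T5PNP substrate at 5 mM, a TopII-DNA adduct mimic / Measured by: epi absorbance from released p-nitrophenol / Evaluation: % inhibition relative to enzyme-containing and enzyme-free wells / Control set: enzyme-free and DMSO wells / Replicates: each compound tested once, singlicate / Schedule: enzyme reaction with compound for 2 h at 37 °C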
# ADAM10 inh: ADAM10 inhibition, QFRET primary screen; 370,000 tested, 0.62% active; AID 720582; recombinant ADAM10, EDANS/DABCYL FRET peptide cleavage, 3 h; inhibition, % at 7 µM; O14672;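 active = inhibition above a per-campaign cutoff equal to the mean of compounds falling between control-based bounds plus 3 SD, cut at about 20% in these data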;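 note: 0% = DMSO wells while the 100% control is not disclosed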
# ADAM17 inh: inhibitors of human ADAM17 | P78536 | recombinant ADAM17, EDANS/DABCYL FRET peptide cleavage | inhibition, % at 6.95 µM | 370,000 tested, 0.83% active | AID 720648;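 active = inhibition above the mean of compounds lying between control limits plus 3 SD, set per campaign, cut at about 8.5% in these data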;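 note: 0% = DMSO-only wells as the low control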
# ARFGAP1 inh: inhibitors of rat ARFGAP1 | Q62848 | Arfgap1-stimulated ARF1 GTP hydrolysis, GDP FP detection | inhibition, % at 16.5 µM | 360,000 tested, 0.26% active;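 active = inhibition above a per-plate limit, mean inhibition of low control wells plus 3 SD, cut at about 25% in these data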;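 note: 0% = DMSO wells with enzyme and 100% = wells lacking Arfgap1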
# Target sequence (Q62848 1-136 limits assumed): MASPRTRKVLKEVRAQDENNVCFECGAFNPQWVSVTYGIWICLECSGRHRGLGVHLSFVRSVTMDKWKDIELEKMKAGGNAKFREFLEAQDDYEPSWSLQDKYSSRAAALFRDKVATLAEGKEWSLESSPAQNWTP
#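 Material: rat Arfgap1 catalytic domain, aa 1-136; also added: human ARF1(Δ1-17)-GTP substrate; compound dosing: one concentration, 16.5 µM, DMSO 1.26%; incubation: GTP hydrolysis reaction 2 h at 25 °C; measured by: Tracer-displacement fluorescence polarization with EDTA stop, 620/688 nm; evaluation: % inhibition from polarization; repeats: one replicate per compound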
# * = called active by the depositor; i = inactive.
# Values run as follows: PLCb3 inh	PLCg1 inh	Tn6 DDE FP	Tn7 DDE FP	SIAE inh	ASAP1 inh	TDP2 absorb	ADAM10 inh	ADAM17 inh	ARFGAP1 inh
CC(C)c1nnc(SCC(=O)N2CCOCC2)n1C
    2	1	4	2	-2	2	1	-4	-2	6
O=C(Nc1nccs1)c1csc2c1CCCC2
    0	6	-4	-6	-4	5	-19	8	2	-12
CCNC(=O)CN(Cc1ccccc1)S(=O)(=O)c1ccccc1
    4	1	-8	-4	-6	-9	-1	-8	-4	-1
CCCNC(=O)NS(=O)(=O)c1cnccc1Sc1ccc(Cl)c(Cl)c1
    0	-3	2	4	-4	-8	-1	2	-2	7
CC(C)(C)c1ccc(OCC(=O)N2CCN(c3ccccn3)CC2)cc1
    -13	-8	-2	0	6	3	3	-14	-10	3
CCC(C)(C)n1nnnc1CN1CCN(c2nc3cc(OC)ccc3cc2C#N)CC1
    -24	-22	1	1	2	9	6	-80	-24	-4
CC1=C(C(=O)OC2CCCCC2)C(c2ccccc2)NC(=O)N1 (stereo not drawn)
    -4	2	-3	0	5	-16	2	-4	0	0
CC(=O)C1=NOC2C(=O)N(c3ccccc3)C(=O)C12 (stereo not drawn)
    -5	-1	-1	-10	2	-2	11	1	-1	-5
COc1ccc(NC(=O)Cn2c(=O)n(CC(=O)NCc3ccco3)c(=O)c3ccccc32)cc1
    -3	0	8	8	-4	-14	3	-8	-4	3
O=C(O)c1cc2[nH]c3c(c2cc1Cl)CCCC3
    -20	-3	0	7	3	12	10	-22	-8	-4
Cc1nc(Cl)c(C(=O)NCCc2ccccc2)c(C)c1[N+](=O)[O-]
    -2	1	9	1	3	-7	3	-7	-1	-2
CCN(CC)S(=O)(=O)c1cccc(C(=O)OCC(=O)Nc2ccc3c(c2)c2ccccc2n3CC)c1
    -39	-33	1	-2	-10	0	-2	1	0	1
COc1ccc2c(c1)C(=C(C#N)C#N)C(=O)N2CCc1ccccc1
    -9	2	2	-2	9	-3	4	-3	-2	16
O=C(NN1C(=O)/C(=C/c2cccc(O)c2)SC1=S)c1ccccc1O
    -11	-8	-1	5	-1	0	4	2	-2	3
COc1cc(NC(=O)C2CCCN(S(=O)(=O)c3ccc4c(c3)oc(=O)n4C)C2)cc(OC)c1 (stereo not drawn)
    10	8	-4	-7	-3	8	-13	-7	4	2
COC(=O)[C@@]1(Cc2ccccc2)[C@H]2C(=O)N(Cc3ccccc3)C(=O)[C@H]2[C@H]2CN=C(SCc3ccccc3)N21
    4	2	-2	-1	-1	-1	1	3	5	4
Cc1cc(C)n(/N=C\c2c(O)ccc3ccccc23)c(=O)c1C(N)=O
    -7	-5	-1	2	-1	7	-6	-14	-7	3
COc1ccccc1CNC(=O)CN1C(=O)NC(c2ccccc2)(c2ccccc2)C1=O
    1	2	8	0	0	1	-1	-9	-4	1
CCOc1ccc(N2CC(C(=O)NCc3cccc(C)c3)CC2=O)cc1 (stereo not drawn)
    -3	2	5	2	0	-11	-1	9	-1	4
CCN(CC)c1ccc(S(=O)(=O)N2CCOCC2)cc1NC(=O)COC(=O)COc1ccccc1C
    -5	-3	2	-4	4	-4	-13	3	1	7
Cc1ccc(C(=O)CNc2ccc(C)cc2C)cc1
    -1	5	2	2	15	4	-13	5	-2	7
Cc1ccc(C)c(OCCC(=O)OCC(=O)Nc2ccc(N3CCOCC3)cc2)c1
    5	7	1	-1	3	4	-26	-1	1	-5
Cc1nc(Cn2c3ccc(NC(=S)NC4CCCCC4)cc3c(=O)n2C)cs1
    -492	-406	9	8	5	-1	5	i	-339	0
O=C(Nc1cccc(S(=O)(=O)NC2=NCCC2)c1)C1CC(=O)N(c2ccc3c(c2)OCCO3)C1 (stereo not drawn)
    -6	0	-2	8	0	-3	0	-2	1	4
CCCCNS(=O)(=O)c1cc(-c2nn(C)c(=O)c3ccccc23)ccc1C
    -4	0	2	-5	-5	-5	14	0	-2	-5
Cc1cc2c(OCC(O)CNC(C)(C)C)cccc2[nH]1 (stereo not drawn)
    3	-4	-7	1	8	-6	-12	13	1	-6
COc1cc(C(=O)Nc2nc3ccc(S(C)(=O)=O)cc3s2)cc(OC)c1C
    -115	-77	-3	-14	-11	7	-4	-20	-9	-4
CCOC(=O)c1cnc(-c2cccc(OC)c2)[nH]c1=O
    -88	-67	-4	4	-3	12	5	-18	-12	-2
COc1cccc2cc(/C(C)=N/NC(=O)c3ccco3)oc12
    -6	-10	-2	-6	2	6	-5	-4	-2	8
O=C(NC1CC1)C1CCN(S(=O)(=O)c2ccc(Cl)c([N+](=O)[O-])c2)CC1
    -13	7	-5	5	-2	10	4	-17	-1	-15
CSc1ccccc1NC(=O)CN(c1cc(C)cc(C)c1)S(C)(=O)=O
    -20	-2	-2	0	-4	2	6	0	-2	5
COc1cccc(COC(=O)c2cc(S(=O)(=O)N3CCOCC3)ccc2Cl)c1OC
    -7	3	4	0	-3	-5	0	4	-2	11
COc1ccc(C(=O)c2ccc(Br)cc2)c(OC)c1OC
    -8	3	-1	1	2	-1	-2	10	5	-5
CCCCCN1C(C)=CC(=C(C#N)C#N)C=C1C
    4	6	-11	-10	-2	-9	-6	-6	4	7
CSc1ccc(/C=C(\NC(=O)c2ccco2)C(=O)N2CCCCC2)cc1
    -20	-17	5	-1	2	-15	0	-2	-1	15
O=C(CSc1nnc(CNC(=O)c2cccs2)o1)Nc1ccc(Br)cc1
    -5	1	-2	-1	-3	-7	18	3	0	6
Cc1csc(/C(=N/OC(=O)c2ccco2)C(N)=O)n1
    -6	4	-2	2	4	-5	-8	1	0	-8
C=CCn1cc(C(=O)OC)c(=O)c2cc(S(=O)(=O)N(CC)CC)ccc21
    2	2	4	3	-2	-9	5	-1	-3	3
c1ccc(-c2nn3c(-c4ccccc4)nnc3s2)cc1
    0	2	2	-1	3	-4	7	-11	-4	6
CCCCc1c(C)nc2ccc(OC)cc2c1SCCC(=O)O
    -12	0	0	3	-2	-3	-9	-25	-5	-11
Cc1ccc(S(=O)(=O)Nc2c(NC3CCCCC3)c3ccccc3oc2=O)cc1
    -16	-4	1	6	8	3	-8	13	2	2
O=C1OC(c2cccs2)Sc2ccccc21 (stereo not drawn)
    1	-1	3	4	3	2	12	-1	-5	-10
O=C(COC(=O)Cc1ccc(Br)cc1)NCc1ccccc1
    2	0	-11	-1	1	-8	7	-2	-3	6
COc1cc(/C=N/O)ccc1OCc1ccc([N+](=O)[O-])cc1
    -1	0	-4	-5	-3	-6	7	6	-2	4
Cc1cc(OCC(=O)OCC(=O)NCc2cccs2)ccc1Cl
    -2	-2	1	-3	-3	21	0	-13	1	11
COc1ccc(CCNC(=O)c2ccc(S(=O)(=O)N3CCCCC3)cc2)cc1
    -6	5	-4	-5	3	-1	-1	-11	2	3
Oc1cc(O)cc(/C=C/c2ccc(O)c(O)c2)c1
    -416	-310	-2	0	2	19	2	-138	-48	5
COC(=O)C1=C(C)N(Cc2cccnc2)C(=O)/C1=C\c1sccc1C
    -5	-2	7	-3	4	2	9	1	-4	5
CCNC(=O)COC(=O)c1cc(-c2ccco2)nc2ccccc12
    i	i	-8	-5	17	7	2	-456	-157	1
COc1ccc(C2SCC(=O)N2c2c(C)n(C)n(-c3ccccc3)c2=O)cc1 (stereo not drawn)
    1	0	10	1	-6	-9	1	-2	-2	-7
CCCc1cc(=O)[nH]c(SCC(=O)c2c(N)n(CC(C)C)c(=O)n(C)c2=O)n1
    0	-1	10	11	8	3	-4	-4	-3	1
COc1cccc2sc(N(CCCN(C)C)C(=O)c3ccc(S(=O)(=O)N4CCc5ccccc5C4)cc3)nc12
    -6	3	1	-2	-6	10	0	5	-2	5
Cc1ccc(Nc2ncnc3ccccc23)cc1
    -14	-17	4	-8	-4	6	-2	-9	-1	-1
CC(C)n1nnnc1SCC(=O)Nc1ccc2c(c1)OCCO2
    -9	1	-3	6	-6	-4	-17	-9	-7	12
COc1ccccc1CC(=O)NCCc1ccc(S(N)(=O)=O)cc1
    -2	-1	-2	-3	2	-5	2	4	-4	6
Cc1cc(F)ccc1NC(=O)Cn1c(C)csc1=O
    -6	-1	0	-2	6	-2	3	-6	-4	-8
CC1CCCN(CCCOc2ccccc2-c2ccccc2)C1 (stereo not drawn)
    -2	5	-3	4	11	-8	-10	-4	2	2
Cc1ccc(/C([O-])=C(/C(=S)Nc2ccc(SC(F)F)cc2)[n+]2ccccc2)cc1[N+](=O)[O-]
    -9	-8	1	6	0	-8	0	-8	-5	0
CC(C)c1[nH]nc2c1C(c1cccc(C(F)(F)F)c1)N(Cc1ccccc1)C2=O (stereo not drawn)
    -2	3	0	7	4	-15	-1	6	3	3
CCOC(=O)C1CCN(C(=O)Cn2cccc2C(=O)c2ccccc2)CC1
    1	0	2	-1	1	13	4	-9	-3	0

# Some of the entries so far, with each value named.
> COc1ccccc1CC(=O)NCCc1ccc(S(N)(=O)=O)cc1
- PLCb3 inh: -2
- PLCg1 inh: -1
- Tn6 DDE FP: -2
- Tn7 DDE FP: -3
- SIAE inh: 2
- ASAP1 inh: -5
- TDP2 absorb: 2
- ADAM10 inh: 4
- ADAM17 inh: -4
- ARFGAP1 inh: 6
> Cc1cc(F)ccc1NC(=O)Cn1c(C)csc1=O
- PLCb3 inh: -6
- PLCg1 inh: -1
- Tn6 DDE FP: 0
- Tn7 DDE FP: -2
- SIAE inh: 6
- ASAP1 inh: -2
- TDP2 absorb: 3
- ADAM10 inh: -6
- ADAM17 inh: -4
- ARFGAP1 inh: -8

# Other entries
# Values run as follows: PLCb3 inh	PLCg1 inh	Tn6 DDE FP	Tn7 DDE FP	SIAE inh	ASAP1 inh	TDP2 absorb	ADAM10 inh	ADAM17 inh	ARFGAP1 inh
CCOc1ccc(NC(=O)NC2CCOC(C)(C)C2)cc1 (stereo not drawn)
    4	4	-2	-7	6	3	-2	-4	2	-10
CC(=O)c1ccc(N2CCN(CC(=O)NCc3ccccc3)CC2)cc1
    -8	-5	2	9	-7	5	0	1	-6	17
CCOC(=O)C1CCN(C(=O)Cc2ccc(C)cc2)CC1
    2	1	3	-3	-4	8	1	-8	-4	10
CC1(C)Cc2c(sc(/N=C/N3CCCCC3)c2C#N)C(C)(C)N1
    6	2	1	-1	-1	-5	13	5	1	-9
COc1ccc(C2CC(c3ccccc3)=NN2C(=O)COC(=O)COc2ccccc2)cc1 (stereo not drawn)
    -5	1	-7	7	-10	-4	-14	20*	4	0
Cc1ccc(NC(=O)c2ccc(=O)[nH]n2)cc1S(=O)(=O)Nc1ccc(SC(F)F)cc1
    -7	4	-6	-4	-59	6	-4	-9	1	1
